From PubChem BioAssay
Epigenetic derep: derepresses silenced GFP reporter in murine cells; murine LDR cells, GFP reporter derepression, 30 h; Potency, µM (titrated, usually from 53.9 µM), inactives show at the highest dose GFP activation, actives largely listed as activators; 0.2% of 280,000 active; also: % of control where 0% means no effect; nearly all actives have a fitted effect of over 60% in size
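Murine LDR cells carrying a silenced, genomically integrated CMV-driven GFP reporter were exposed to compound for 30 hours at 37 C. After PBS washes, GFP-positive cells (20–120 um objects) were counted by laser-scanning microplate cytometry.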
aGlu spleen mod: inhibitors or activators of human alpha-glucosidase in spleen homogenate. P10253. human spleen homogenate, 4-MU-alpha-glucoside fluorescence. Potency, µM (highest dose often 79.9 µM), without a hit: at the highest dose activity change, negative = inhibition, usual class: inhibitors. 0.006% of 240,000 active;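 also: 0% = enzyme with vehicle and -100% = no enzyme basal signal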
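Human spleen homogenate (1 ug) with 4-methylumbelliferyl-alpha-D-glucopyranoside (1 mM final) in 50 mM citrate/phosphate pH 5.0, 0.01% Tween-20; 40 min at 37 C. Stopped at pH 10; 4-MU fluorescence Ex 365/Em 440 nm; AC50 by Hill fit.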
GAA glycogen: inhibitors or activators of human alpha-glucosidase glycogen cleavage; P10253; recombinant GAA, glycogen substrate, Amplex Red glucose oxidase fluorescence; Potency, µM (series often up to 76.4 µM), for the others: at the highest dose activity change, negative = inhibition, usual class: inhibitors; 0.38% of 300,000 active; AID 2100;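 also: 0% = full enzyme reaction and -100% = no-enzyme basal signal; the screen sought inhibitors and activators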
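Recombinant human alpha-glucosidase (4 nM final) hydrolysed bovine liver glycogen (30 ug) for 40 min at 37 C in pH 5.0 citrate/phosphate with 0.01% Tween-20. Released glucose detected by glucose oxidase/Amplex Red, Ex 573/Em 610 nm. Compounds up to 77 uM; AC50 from Hill fits.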
NPSR antag: antagonists of human neuropeptide S receptor cAMP signaling; 1% of 220,000 active; Potency, µM (doses to about 38.3 µM), without a hit: top-dose activity change, negative = inhibition, actives largely listed as inhibitors; CHO-NPSR cells, cAMP TR-FRET, antagonist mode; Q6W5P4; AID 1461; also: % is scaled to controls: 0 for no effect and ±100 for the full control effect; nearly all actives have a fitted effect of over 50% in size; many of its hits are not listed in these tables
Tau fluor counter: counter-screen for tau fibril formation inhibitors | tau K18 P301L (four-repeat tau fragment) Alexa594 fluorescence, heparin fibrillization | Potency, µM (highest dose often 57.7 µM), for the others: at the top dose activity change, negative = decrease | 0.93% of 280,000 active | AID 1463; also: % is scaled to controls: 0 for no effect and ±100 for the full control effect; nearly all actives have a fitted effect of over 55% in size
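Human K18 P301L tau (15 uM unlabeled plus 0.24 uM Alexa 594-labeled, final) in 100 mM sodium acetate pH 7 was mixed with compound and 20 uM heparin and incubated 6 hr at 37 C.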
ALDH1A1 block: blocks purified human ALDH1A1 activity; AID 1030; 7.3% of 220,000 active; Purified ALDH1A1, NADH fluorescence, propionaldehyde substrate; Potency, µM (titrated, usually from 75.3 µM), for the others: at the top dose activity, negative = inhibition, hits mostly inhibitors; active = well fitted inhibition curve with a large enough effect, not every such curve was filed as active; inconclusive = small, poorly fitted or top-dose-only effect, or another doubt; inactive = no such curve, though single readings can be large or run the other way;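 also: plate controls were no enzyme wells and a reference inhibitor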
Target sequence (P00352 whole entry, looked up): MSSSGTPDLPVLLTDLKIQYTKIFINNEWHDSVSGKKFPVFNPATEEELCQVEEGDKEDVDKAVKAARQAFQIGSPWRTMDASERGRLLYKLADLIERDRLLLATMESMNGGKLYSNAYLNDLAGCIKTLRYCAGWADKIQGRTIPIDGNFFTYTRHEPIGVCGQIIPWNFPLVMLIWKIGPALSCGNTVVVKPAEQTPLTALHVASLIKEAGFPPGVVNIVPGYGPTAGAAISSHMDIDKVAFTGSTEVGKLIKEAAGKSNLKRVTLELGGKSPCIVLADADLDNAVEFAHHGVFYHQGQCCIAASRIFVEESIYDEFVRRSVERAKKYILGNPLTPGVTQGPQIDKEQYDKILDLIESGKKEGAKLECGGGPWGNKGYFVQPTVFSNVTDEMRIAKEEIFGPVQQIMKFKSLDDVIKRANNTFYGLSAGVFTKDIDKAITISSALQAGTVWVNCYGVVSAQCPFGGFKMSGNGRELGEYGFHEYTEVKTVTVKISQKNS
GAA inh: alpha-glucosidase (human) inhibition; P10253; purified human GAA, 4-MU-alpha-glucoside fluorescence; Potency, µM (top dose mostly 76.9 µM), without a hit: at the highest dose activity change, negative = inhibition, actives largely listed as inhibitors; 0.005% of 200,000 active; AID 1466;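 also: plate controls were uninhibited enzyme wells for no effect and no-enzyme background for full effect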
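Compounds are titrated up to 77 uM against 4 nM human enzyme. Substrate 4-methylumbelliferyl-alpha-D-pyranoside (400 uM) reacts 20 min at room temperature in pH 5.0 buffer; liberated 4-methylumbelliferone is read at 440 nm.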
GLA spleen mod: inhibitors or activators of human alpha-galactosidase in spleen homogenate; Potency, µM (highest dose often 80 µM), inactives show top-dose activity change, negative = inhibition, actives largely listed as inhibitors; human spleen homogenate, 4MU-alpha-Gal fluorescence, 40 min; P06280; 0.008% of 240,000 active;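 also: 0% = enzyme with vehicle and -100% = no enzyme basal signal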
Target sequence (P06280 32-429 limits assumed): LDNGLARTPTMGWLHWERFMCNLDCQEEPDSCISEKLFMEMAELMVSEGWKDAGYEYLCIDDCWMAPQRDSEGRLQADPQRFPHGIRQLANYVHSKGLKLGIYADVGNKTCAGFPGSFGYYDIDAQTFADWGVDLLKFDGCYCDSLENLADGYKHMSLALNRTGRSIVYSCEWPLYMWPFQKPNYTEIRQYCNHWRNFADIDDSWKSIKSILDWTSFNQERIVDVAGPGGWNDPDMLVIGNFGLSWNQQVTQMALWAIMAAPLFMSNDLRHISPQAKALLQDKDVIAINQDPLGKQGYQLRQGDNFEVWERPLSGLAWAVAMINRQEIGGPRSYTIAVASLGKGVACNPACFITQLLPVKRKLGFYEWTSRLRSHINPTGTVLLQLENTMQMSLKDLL
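Human spleen homogenate (1 ug) as enzyme source, 4-methylumbelliferyl-alpha-D-galactopyranoside 1 mM final, citrate/phosphate pH 5.0 with 0.01% Tween-20. Compounds 40 min at 37C, NaOH/glycine stop; fluorescence Ex 365/Em 440, Hill-fit AC50.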
* = called active by the depositor; ? = inconclusive; nt = not tested or not shown; & = joins results of further samples; [ ] = another dose, or the depositor's remark. Unless noted, calls follow the shape of the dose curve; as a rule, active = well fitted curve in the direction sought with a large enough effect; inconclusive = small, poorly fitted or top-dose-only effect, or another doubt; inactive = no such curve, though single readings can be large; an effect the other way counts as inactive or inconclusive. Potency is read from the fitted curve at half-maximal effect.

A first look, two compounds:
1. COCCNC(=O)CN1CCCCCC1
2. CC1(C)CC(=O)c2sc(NC(=O)CN3CCCCC3)nc2C1
assay / entry	1	2
Epigenetic derep	0.0%	-12%
aGlu spleen mod	3%	-8%
GAA glycogen	1%	5%
NPSR antag	13%	7%[46.1 µM]
Tau fluor counter	20%	-6%
ALDH1A1 block	?	20µM*
GAA inh	-1%	3%
GLA spleen mod	3%	-7%

The whole of this part, repeating the preview:
1. COCCNC(=O)CN1CCCCCC1
2. CC1(C)CC(=O)c2sc(NC(=O)CN3CCCCC3)nc2C1
3. Cc1cc(-c2nnc(CCC(=O)N(CC3CC3)CC3CCCO3)o2)no1 (stereo unspecified)
4. O=C(NC1=NCCS1)c1cc2ccccc2o1
5. COC(=O)c1sc(-c2ccc(Cl)cc2)cc1NC(=O)CSCC(=O)O
6. O=S(=O)(c1ccc(NC(=S)Nc2ccc(OC(F)F)cc2)cc1)N1CCOCC1
assay / entry	1	2	3	4	5	6
Epigenetic derep	0.0%	-12%	-0.2%	-4.8%	0.2%	-1.8%
aGlu spleen mod	3%	-8%	3%	8%	-4%	-6%
GAA glycogen	1%	5%	10%	2%	8%	5%
NPSR antag	13%	7%[46.1 µM]	-2%	-8%[46.1 µM]	-49%	1%
Tau fluor counter	20%	-6%	0%	-5%	-6%	-17%
ALDH1A1 block	?	20µM*	17%	0%	nt	?
GAA inh	-1%	3%	nt	2%	nt	-2%
GLA spleen mod	3%	-7%	0%	1%	-14%	-5%

7. CCSCc1nc2ccccn2c1Br
8. Cn1c(/N=C/c2ccc3c(c2)OCO3)nc2ccccc21
9. Cc1ccc2c(Cl)cc(Cl)c(OCC(=O)Nc3cccc(S(=O)(=O)N(C)C)c3)c2n1
10. Cc1cc(N2CCN(C)CC2)nc2ccc(NC(=S)N3CCOCC3)cc12
11. CNC(=S)N(CCc1c(C)[nH]c2ccc(OC)cc12)Cc1cccnc1
12. CC(=O)c1ccc(NC(=O)CN2C(=O)CCC2=O)cc1
assay / entry	7	8	9	10	11	12
Epigenetic derep	-0.2%	-1.6%	-3.0%	-4.2%	0.0%	0.4%
aGlu spleen mod	nt	-8%	10%	10%	-8%	-2%
GAA glycogen	0%	-2%	4%	?	2%	3%
NPSR antag	3%	-6%[46.1 µM]	-4%	14%	-16%	12%
Tau fluor counter	-9%	-3%	-8%	-29%	-17%	-3%
ALDH1A1 block	?	?	12%	0%	9%	5%
GAA inh	2%	2%	-3%	-3%	-4%	1%
GLA spleen mod	-12%	-8%	9%	16%	-8%	2%

13. CCN(CC)S(=O)(=O)c1cc([N+](=O)[O-])ccc1N1CCC(C(N)=O)CC1
14. CCOc1ccc(CN(C)CCc2ccccn2)cc1
15. O=C(CSc1ncnc2c1cnn2-c1ccccc1)Nc1ccccc1
16. Clc1ccc(Cc2nnc(-c3cccs3)o2)cc1
17. Cc1ccc(S(=O)(=O)N2CCC(C)CC2)c([N+](=O)[O-])c1
18. COc1ccc(CCNC(=O)CSc2cn(Cc3ccccc3)c3ccccc23)cc1OC
assay / entry	13	14	15	16	17	18
Epigenetic derep	0.0%	-0.1%	0.0%	1.0%	-0.4%	0.8%
aGlu spleen mod	2%	3%	-7%	3%	-13%	2%
GAA glycogen	14%	10%	1%	-2%	6%	4%
NPSR antag	10%	12%	8%[46.1 µM]	9%	-18%	-39%
Tau fluor counter	-7%	2%	-1%	-11%	-20%	-17%
ALDH1A1 block	?	?	11%	11%	-1%	-12%
GAA inh	-3%	8%	3%	-8%	-3%	-4%
GLA spleen mod	8%	-2%	1%	7%	-1%	-5%

19. S=C(Nc1ccc(Cl)cc1)N1CCN(C2CCCCC2)CC1
20. CCn1cc(/C=C/C(=O)Nc2c(C)nn(Cc3ccccc3C)c2C)cn1
21. COc1ccc(/C=C2\SC(=S)N(CC(=O)NCCO)C2=O)cc1
22. COC(=O)c1cc(-c2ccccc2)sc1NC(=O)CN1C(=O)c2ccccc2C1=O
23. O=C(CC12CCC(CC1)C2)NCc1ccc2c(c1)OCO2
24. CCCCCC[N+](C)(C)CC/C=C1/c2ccccc2Sc2ccc(Cl)cc21
assay / entry	19	20	21	22	23	24
Epigenetic derep	0.8%	-3.5%	-1.2%	-1.1%	1.2%	-2.6%
aGlu spleen mod	-5%	6%	nt	-10%	-9%	1%
GAA glycogen	0%	10%	4%	-1%	-1%	5%
NPSR antag	-1%[46.1 µM]	-2%	-8%	-11%[46.1 µM]	-3%[46.1 µM]	23%[7.67 µM]
Tau fluor counter	-9%	9%	-9%	-19%	-1%	6%
ALDH1A1 block	-2%	6%	-5%	25µM*	-10%	nt
GAA inh	-20%	-2%	-12%	?	-8%	nt
GLA spleen mod	-1%	-1%	0%	-3%	-2%	2%

25. O=C(c1oc(=O)c2ccccc2c1-c1ccccc1)N1CCOCC1
26. O=C(Nc1ccc(Cl)cc1)c1cc2nc(C3CC3)cc(C(F)(F)F)n2n1
27. CC1CN(C(=O)COC(=O)c2nn(-c3ccccc3)c(=O)c3ccccc23)CC(C)O1 (stereo unspecified)
28. CCOC(=O)c1sc(-c2ccc(Cl)cc2Cl)nc1O
29. Cc1ccccc1C(=O)c1cccn1CC(=O)NCc1ccc2c(c1)OCO2
30. Cc1[nH]c2ccccc2c1C(=O)CN1CCCCC1CCO (stereo unspecified)
assay / entry	25	26	27	28	29	30
Epigenetic derep	-0.9%	2.1%	3.2%	1.0%	-1.0%	-8.2%
aGlu spleen mod	-3%	2%	8%	-13%	-4%	1%
GAA glycogen	7%	4%	0%	0%	1%	15%
NPSR antag	-7%[46.1 µM]	-14%[46.1 µM]	-4%	24%	-13%[46.1 µM]	-8%[46.1 µM]
Tau fluor counter	-2%	-8%	3%	-26%	-9%	-5%
ALDH1A1 block	?	?	-4%	4%	1%	?
GAA inh	4%	?	5%	-9%	-8%	3%
GLA spleen mod	-12%	9%	9%	4%	-21%	6%

31. CCNC(=O)NC(C(=O)OC)C12CC3CC(CC(C3)C1)C2 (stereo unspecified)
32. CC(=O)c1ccccc1OCCOCCOc1ccccc1C(C)=O
33. CCCNC(=O)c1c(N)n(-c2cc(OC)cc(OC)c2)c2nc3ccccc3nc12
34. CCN(CC)C(=O)C(=O)N/N=C/c1ccc(Br)cc1
35. O=C(CSc1nnc(-c2ccc3c(c2)OCCO3)o1)N1CCCC1
36. COC(=O)[C@@H]1C[C@H]2CC[C@H](O)C[C@H]2N1Cc1ccccc1OC(=O)c1cccs1
assay / entry	31	32	33	34	35	36
Epigenetic derep	-1.1%	1.0%	5.7%	-2.2%	-1.2%	1.6%&-1.2%
aGlu spleen mod	11%	0%	7%	-7%	-4%	-1%&5%
GAA glycogen	0%	4%	-16%	-2%	3%	-9%
NPSR antag	-13%[46.1 µM]	22%	-19%[46.1 µM]	-5%[46.1 µM]	-15%[46.1 µM]	12%
Tau fluor counter	6%	-19%	-16%	-6%	2%	-7%&-4%
ALDH1A1 block	?	?	?	-4%	25µM*	-4%
GAA inh	-5%	-1%	?	2%	-9%	nt
GLA spleen mod	8%	3%	9%	-10%	-16%	7%&3%

37. CCNC(=O)COc1ncnc2scc(-c3ccc(F)cc3)c12
38. O=C(c1ccco1)N1CCN(C(=O)c2cnn3cccnc23)CC1
39. CC(=O)c1c(-c2ccccc2)c2cc(Cl)ccc2[nH]c1=O
40. O=C(NCc1ccc(N2CCCC2=O)cc1)Nc1cccc(Cl)c1
41. O=C(CSc1nc2c(cnn2-c2ccccc2)c(=O)[nH]1)NC1CCS(=O)(=O)C1 (stereo unspecified)
42. Cc1sc(-n2c(C)ccc2C)c(C#N)c1C
assay / entry	37	38	39	40	41	42
Epigenetic derep	1.1%	1.1%	0.1%	-3.1%	3.6%	1.2%
aGlu spleen mod	4%	-7%	11%	-3%	5%	-6%
GAA glycogen	4%	4%	-1%	-6%	0%	-9%
NPSR antag	21%	-21%[46.1 µM]	23%	-23%[46.1 µM]	15%	-23%[46.1 µM]
Tau fluor counter	-7%	4%	6%	-6%	3%	5%
ALDH1A1 block	3%	-10%	6%	-12%	-5%	22µM*
GAA inh	4%	-5%	?	-4%	5%	-6%
GLA spleen mod	8%	-6%	3%	4%	8%	-7%

43. C=CCNC(=O)C(C(=O)OCC)C1CCCCC1 (stereo unspecified)
44. O=C(COC(=O)c1ccccc1)NCc1cccs1
45. O=c1oc2ccccc2c(Nc2cccc3cccnc23)c1[N+](=O)[O-]
46. COc1ccc(-n2nnc3c(=O)n(CC(=O)N4CCC(C)CC4)cnc32)cc1
47. O=C(CN1CCN(Cc2ccccc2Cl)CC1)N/N=C/C=C/c1ccco1
48. COc1ccccc1N(C)S(=O)(=O)c1ccc(C(=O)NCc2ccc3c(c2)OCO3)cc1
49. Cc1ccc2c(c1)C(=O)C1(O)CCN(c3ccccc3)C1=N2 (stereo unspecified)
50. CNC(=S)N1CCN(c2c(F)cc3c(=O)c(C(=O)O)cn(C4CC4)c3c2OC)CC1C (stereo unspecified)
51. COC(=O)c1ccc(N/C=C/C(=O)c2ccc(OC)c(OC)c2)cc1
assay / entry	43	44	45	46	47	48	49	50	51
Epigenetic derep	2.4%	-0.9%	-1.9%[10.1 µM]	-1.8%	4.3%	3.2%	1.9%&0.7%	-1.8%	3.6%
aGlu spleen mod	-8%	2%	0%	-5%	1%	-15%	2%&-7%	-6%	-7%
GAA glycogen	1%	-1%	-10%	3%	5%	9%	nt	-6%	7%
NPSR antag	?	16%	-10%	-11%[46.1 µM]	-25%	-18%	nt	-25%[46.1 µM]	6%[46.1 µM]
Tau fluor counter	3%	2%	-19%	-3%	-19%	-27%	-13%&-9%	-3%	-14%
ALDH1A1 block	?	9%	-16%	?	nt	?	-5%&8%	?	?
GAA inh	-7%	-3%	0%	-5%	nt	-6%	nt	1%	4%
GLA spleen mod	-4%	9%	5%	-2%	-6%	8%	11%&4%	-9%	-2%

As entered above.
Result for C=CCNC(=O)C(C(=O)OCC)C1CCCCC1 (stereo unspecified) under aGlu spleen mod: -8%
Result for COc1ccc(-n2nnc3c(=O)n(CC(=O)N4CCC(C)CC4)cnc32)cc1 under GAA inh: -5%
Result for O=C(COC(=O)c1ccccc1)NCc1cccs1 under Tau fluor counter: 2%

This is a subset. The share of hits here may be higher or lower than overall.
